Source: PubChem (National Center for Advancing Translational Sciences (NCATS))
UbGFP stabilizer: inhibits proteasome, raising ubiquitin-GFP reporter fluorescence; Potency, µM (top dose mostly 45.9 µM), without a hit: top-dose activation (GFP accumulation), usual class: activators; Ubiquitin-GFP reporter cells, proteasome inhibition, GFP fluorescence; response scale: untreated = 0%, 10 µM MG-132 = 100%; 67,000 tested, under 10 active; active = well fitted activation curve with a large enough effect, not every such curve was filed as active; inconclusive = small, poorly fitted or top-dose-only effect, or another doubt; inactive = no such curve, though single readings can be large or run the other way; also: potency is read from the fitted curve at half-maximal effect
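U2OS Ub(G76V)-GFP reporter; O/N plating, 0.5% FBS; cpd 46 uM–2.9 nM, 4 h, 37 °C; GFP+ cell count, 488/515 nm; norm. to basal vs 10 uM MG-132; CRC fit.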
USP2a inh: inhibitors of human ubiquitin-specific protease USP2a; Potency, µM (highest dose often 38.3 µM), for inactives: top-dose activity change, negative = inhibition, most hits filed as inhibitors; AID 927; USP2a enzymatic assay, qHTS inhibition; O75604; hit rate 0.1% among 60,000;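 also: potency is read from the fitted curve at half-maximal effect; nearly all actives have a fitted effect of over 60% in size; plate controls were DMSO for no effect and NEM full inhibition control for full effect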
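USP2 core (20nM final) preincubated 30 min RT with compound, then Ub-PLA2 20nM and NBD C6-HPC 20uM final added; buffer 20mM Tris-HCl pH 8.0, 2mM CaCl2. Fluorescence Ex 460/Em 535 read at 0 and 2.5 h; normalized to NEM.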
Epigenetic mod: epigenetic modulators derepressing GFP locus in mouse cells. Potency, µM (doses to about 46.1 µM), inactives show top-dose GFP derepression (activation). mouse C127i GFP locus derepression, cytometry, 30 h. hit rate 0.09% among 68,000; also: % of control where 0% means no effect
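Murine C127i mammary cells carrying a silenced, stably integrated CMV-driven GFP reporter were treated with compound for 30 hours at 37 C. After PBS washes, GFP-positive cells were counted by laser-scanning microplate cytometry.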
HADH2 inh: blocks human hydroxyacyl-CoA dehydrogenase type II. Q99714. recombinant HADH2, NADH fluorescence, beta-hydroxybutyryl-CoA. Potency, µM (top dose mostly 57.1 µM), for the others: at the highest dose activity change, negative = inhibition, most hits filed as inhibitors. hit rate 3.4% among 73,000. AID 886; also: potency is read from the fitted curve at half-maximal effect; % is scaled to controls: 0 for no effect and ±100 for the full control effect; nearly all actives have a fitted effect of over 60% in size; many of its hits are not listed in these tables
Target sequence (Q99714 whole entry, looked up, one chain of several): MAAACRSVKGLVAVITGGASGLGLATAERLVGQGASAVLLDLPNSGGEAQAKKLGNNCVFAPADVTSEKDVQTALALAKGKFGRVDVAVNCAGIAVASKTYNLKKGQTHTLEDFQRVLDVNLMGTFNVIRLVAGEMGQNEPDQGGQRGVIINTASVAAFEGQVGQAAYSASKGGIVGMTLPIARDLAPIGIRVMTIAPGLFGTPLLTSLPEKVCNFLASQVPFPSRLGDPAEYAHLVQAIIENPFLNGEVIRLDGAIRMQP
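Read-out: 360 nm excitation, 450 nm emission, kinetic over 4 min. Conditions: His-tagged human HADH2 20 nM, pH 9.0 Tris with Tween-20, 1 mM NAD+, 90 uM beta-hydroxybutyryl-CoA.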
HBB splicing: hemoglobin beta splicing modulation. Potency, µM (highest dose often 46.1 µM), for inactives: top-dose activation, usual class: activators. hit rate 0.06% among 65,000. HBB splicing reporter cell assay, activation; EGFP reporter with mutant IVS2-654 intron; response scale: normalised to 500 nM splice-correcting PNA; also: potency is read from the fitted curve at half-maximal effect; 0% is about no effect
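HeLa cells stably expressing EGFP interrupted by mutant beta-globin intron 2 (IVS2-654), 500/well in 2% FCS. Treated with compound for 2 days at 37C. Splicing correction scored as total well GFP intensity (488 nm excitation, 500-520 nm emission); 500 nM antisense PNA served as control.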
BRCT PPI green: inhibitors of human BRCA1 BRCT-phosphoprotein interaction (green fluorophore); BRCA1 BRCT-phosphopeptide binding, green fluorescence polarization; Potency, µM (titrated, usually from 76.9 µM), for inactives: at the highest dose activity change, negative = inhibition, usual class: inhibitors; hit rate 0.05% among 75,000;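 also: potency is read from the fitted curve at half-maximal effect; plate controls were peptide without protein for full effect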
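Fluorescence polarization: His-tagged BRCT (~35 kDa BRCA1 C-terminus, 250 nM) bound to 100 nM fluorescein-labeled phosphorylated 10-aa BACH1 peptide, pH 7.3 phosphate buffer with DTT and Tween 20. Compounds incubated 12 min at room temperature; inhibition read as lowered polarization.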
Hsp90 Hop PPI: changes Hsp90-Hop TPR2A binding signal, up or down | hit rate 0.44% among 71,000 | AID 595 | Potency, µM (doses to about 57 µM), for the others: top-dose activity change, negative = inhibition | AlphaScreen TPR2A-His6 binding biotin-Hsp90 C-terminal peptide; active = well fitted curve in either direction with a large enough effect; inconclusive = small, poorly fitted or top-dose-only effect, or another doubt; also: potency is read from the fitted curve at half-maximal effect; % is scaled to controls: 0 for no effect and ±100 for the full control effect; many of its hits are not listed in these tables
Pol III holo inh: DNA polymerase III holoenzyme inhibition | reconstituted DNA polymerase III holoenzyme replication, biochemical | hit rate 0.25% among 71,000 | Potency, µM (series often up to 57.1 µM), inactives show at the top dose activity change, negative = inhibition | AID 603; also: potency is read from the fitted curve at half-maximal effect; % is scaled to controls: 0 for no effect and ±100 for the full control effect
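Reconstituted *E. coli* holoenzyme (0.35 nM Pol III, 1 nM beta, 154 nM SSB, 2 nM primase) was preincubated with compound for 15 min at RT. Synthesis on 1.4 nM ssM13Gori ran 35 min, then was stopped with PicoGreen/EDTA and read as dsDNA fluorescence.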
CRE-bla Fsk: CRE-bla signaling modulation under forskolin stimulation | CHO CRE-bla reporter (cAMP response element driving beta-lactamase), forskolin EC10, beta-lactamase ratio | Potency, µM (doses to about 38.2 µM), for inactives: at the top dose activity change, negative = inhibition, hits mostly activators | hit rate 2.5% among 71,000 | AID 662; active = well fitted activation curve with a large enough effect in the signal ratio, with a control signal flat, not every such curve was filed as active; inconclusive = small, poorly fitted or top-dose-only effect, or effect the other way, or a change in a side signal; the % refers to the signal ratio; also: potency is read from the fitted curve at half-maximal effect; % of control where 0% means no effect
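CHO CRE-bla cells, overnight plating in Opti-MEM with 0.5% dialyzed FBS; cpd titration + EC10 NKH 477, 3 h 37 °C; CCF4 2 h RT; ex 405/em 460 vs 530 ratio → %Activity, AC50.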
ALOX15 inhib: inhibitors of human 15-lipoxygenase (ALOX15); P16050; purified 15hLO-1, xylenol orange hydroperoxide absorbance; Potency, µM (doses to about 57.1 µM), for the others: at the top dose activity change, negative = inhibition, most hits filed as inhibitors; hit rate 1.4% among 74,000; AID 887; also: potency is read from the fitted curve at half-maximal effect; % is scaled to controls: 0 for no effect and ±100 for the full control effect; nearly all actives have a fitted effect of over 55% in size
Target sequence (P16050 whole entry, looked up): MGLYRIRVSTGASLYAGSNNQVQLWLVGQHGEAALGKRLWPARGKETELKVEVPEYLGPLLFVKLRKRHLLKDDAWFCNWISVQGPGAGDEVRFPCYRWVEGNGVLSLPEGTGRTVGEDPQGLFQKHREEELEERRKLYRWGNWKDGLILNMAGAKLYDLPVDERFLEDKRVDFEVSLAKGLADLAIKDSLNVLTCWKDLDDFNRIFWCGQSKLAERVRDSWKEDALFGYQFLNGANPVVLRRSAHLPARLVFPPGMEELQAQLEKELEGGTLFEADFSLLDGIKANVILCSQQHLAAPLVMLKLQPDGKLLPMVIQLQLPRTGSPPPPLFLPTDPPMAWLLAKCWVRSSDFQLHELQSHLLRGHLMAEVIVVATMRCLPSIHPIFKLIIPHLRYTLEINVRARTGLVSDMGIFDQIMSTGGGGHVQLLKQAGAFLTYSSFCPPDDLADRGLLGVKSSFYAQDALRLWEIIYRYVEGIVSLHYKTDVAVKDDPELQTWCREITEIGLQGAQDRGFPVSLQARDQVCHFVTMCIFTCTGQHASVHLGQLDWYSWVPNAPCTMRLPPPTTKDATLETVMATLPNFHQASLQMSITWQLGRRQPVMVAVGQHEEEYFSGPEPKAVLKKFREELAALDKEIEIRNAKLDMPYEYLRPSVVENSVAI
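40 nM 15hLO-1 + cpd, 15 min RT; start w/ 50 uM AA (final), 6 min RT; stop/detect w/ 200 uM XO + 300 uM Fe(II) in 50 mM H2SO4, 30 min; A573/A405. Buffer 25 mM Hepes pH 7.5, 0.01% Triton X-100. No-enzyme wells as negative control.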
BRCT inh red: disrupts BRCA1 BRCT binding to phosphoprotein, red fluorophore readout. BRCT-phosphopeptide binding, red fluorescence polarization. Potency, µM (titrated, usually from 76.9 µM), inactives show at the top dose activity change, negative = inhibition, actives largely listed as inhibitors. hit rate 0.03% among 75,000; also: % is scaled to controls: 0 for no effect and ±100 for the full control effect
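Fluorescence polarization: 100 nM His-tagged BRCA1 BRCT with 100 nM TAMRA-labelled phospho-BACH1 decapeptide, phosphate buffer pH 7.3 with 150 mM NaCl, DTT, 0.01% Tween 20; 12 min RT. Binding inhibition seen as FP decrease.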
Starred values were filed as active, the others as inactive; & = joins results of further samples; [ ] = dose if it differs, or a comment. Unless noted, calls follow the shape of the dose curve; as a rule, active = well fitted curve in the direction sought with a large enough effect; inconclusive = small, poorly fitted or top-dose-only effect, or another doubt; inactive = no such curve, though single readings can be large; an effect the other way counts as inactive or inconclusive. These rows are one share of the data; count on the stated rates, not on these rows.

CN(c1ccccc1C(=O)Nc1cccc(C(F)(F)F)c1)S(C)(=O)=O was read as UbGFP stabilizer 6%, USP2a inh 6%, Epigenetic mod -3%, HADH2 inh 0%, HBB splicing -0.3%, BRCT PPI green -0.2%, Hsp90 Hop PPI -2%, Pol III holo inh -4%, CRE-bla Fsk -9%, ALOX15 inhib -3% and BRCT inh red 0.7%.
For OC(COc1c(Cl)cc(Cl)cc1Cl)CN1CCCCC1 (configuration not stated) the results were UbGFP stabilizer 2%, USP2a inh -1%, Epigenetic mod 18%, HADH2 inh 11%, HBB splicing 1.2%[9.22 µM], BRCT PPI green -1.8%, Hsp90 Hop PPI -3%, Pol III holo inh -1%, CRE-bla Fsk -6%, ALOX15 inhib -9% and BRCT inh red 0.4%.
For Clc1ccc(-n2nnnc2-c2ccccc2)cc1 the results were UbGFP stabilizer -7%, USP2a inh -6%, Epigenetic mod -8%, HADH2 inh inconclusive, HBB splicing -1.0%, BRCT PPI green 0.5%, Hsp90 Hop PPI 3%, Pol III holo inh -2%, CRE-bla Fsk 7%, ALOX15 inhib -4% and BRCT inh red 0.2%.
Screening C[N+]1(C)CCC(OC(=O)C(c2ccccc2)c2ccccc2)CC1 returned UbGFP stabilizer 0%&9%, USP2a inh 7%, Epigenetic mod 0%&-1%, HADH2 inh inconclusive, HBB splicing 1.6%, BRCT PPI green -0.1%&-1.4%, Hsp90 Hop PPI inconclusive, Pol III holo inh -5%&-8%, CRE-bla Fsk inconclusive, ALOX15 inhib -17%[25.6 µM] and BRCT inh red 0.6%&1.4%.
CC(C(=O)NCc1ccccc1)N1C(=O)CN(C)C(=O)c2ccccc21 (configuration not stated) was read as UbGFP stabilizer 0%, USP2a inh 2%, Epigenetic mod -1%, HADH2 inh 7%, BRCT PPI green 3.0%, Hsp90 Hop PPI -1%, Pol III holo inh -1%, CRE-bla Fsk 0%, ALOX15 inhib -13% and BRCT inh red -0.1%.
COC(=O)Nc1c(-c2ccccc2)nc2ccccn12 was read as UbGFP stabilizer 13%, USP2a inh 0%, Epigenetic mod 0%, HADH2 inh 25µM*, HBB splicing -0.5%, BRCT PPI green -0.7%, Hsp90 Hop PPI 3%, Pol III holo inh -5%, CRE-bla Fsk inconclusive, ALOX15 inhib 3% and BRCT inh red -0.8%.
For CCOC(=O)c1sc(NCc2ccco2)c(-c2nc3ccccc3s2)c1N the results were UbGFP stabilizer -6%, USP2a inh 25%, Epigenetic mod 1%, HADH2 inh -9%, HBB splicing 0.0%, BRCT PPI green 6.6%, Hsp90 Hop PPI -13%, Pol III holo inh -5%, CRE-bla Fsk inconclusive, ALOX15 inhib -15% and BRCT inh red 2.3%.
For CCCN1C2=NCCN2c2ccccc21 the results were UbGFP stabilizer 0%, USP2a inh -16%, Epigenetic mod 1%, HADH2 inh 7%, BRCT PPI green -0.4%, Hsp90 Hop PPI inconclusive, Pol III holo inh 0%, CRE-bla Fsk 6%, ALOX15 inhib -9% and BRCT inh red -0.6%.
Screening COc1ccc(S(=O)(=O)N(CCc2ccccc2)CC(=O)O)cc1OC returned UbGFP stabilizer 3%, USP2a inh -7%, Epigenetic mod 0%, HADH2 inh -2%, HBB splicing -4.7%, BRCT PPI green 1.9%, Hsp90 Hop PPI -4%, Pol III holo inh -4%, CRE-bla Fsk -1%, ALOX15 inhib 4% and BRCT inh red -0.8%.
`Cc1cc(=O)n2nc(-c3ccccc3)sc2c1C#N` gave UbGFP stabilizer -2%, USP2a inh 3%, Epigenetic mod 0%, HADH2 inh 7%, HBB splicing -3.2%, BRCT PPI green -2.1%, Hsp90 Hop PPI -7%, Pol III holo inh -4%, CRE-bla Fsk -3%, ALOX15 inhib -1% and BRCT inh red -0.8%.
Screening O=C(Cc1c(F)cccc1Cl)N1CCCC1 returned UbGFP stabilizer -1%, USP2a inh -1%, Epigenetic mod 0%, HADH2 inh 9%, HBB splicing 1.4%, BRCT PPI green -1.8%, Hsp90 Hop PPI -2%, Pol III holo inh -4%, CRE-bla Fsk -3%, ALOX15 inhib 0% and BRCT inh red -0.2%.
N=c1ccn2c(n1)O[C@H]1[C@H](O)[C@@H](CO)O[C@H]12 was read as UbGFP stabilizer 3%, Epigenetic mod -7%[9.22 µM], HADH2 inh 8%, Hsp90 Hop PPI -6%, Pol III holo inh -2% and CRE-bla Fsk 1%.
CCc1nnc(NC(=O)CSc2nnc(Cc3ccc(OC)cc3)o2)s1 was read as UbGFP stabilizer -3%, USP2a inh 3%, Epigenetic mod 0%, HADH2 inh -11%, HBB splicing -6.7%, BRCT PPI green -0.7%, Hsp90 Hop PPI 2%, Pol III holo inh -2%, CRE-bla Fsk -14%, ALOX15 inhib 7% and BRCT inh red 0.1%.
For CCOC(=O)c1ccc(N2C(=O)c3n[nH]c(C)c3C2c2ccccc2)cc1 (configuration not stated) the results were UbGFP stabilizer 0%, USP2a inh 41%[activator], Epigenetic mod 0%, HADH2 inh 7%, HBB splicing 2.5%[57.5 µM], BRCT PPI green 0.0%, Hsp90 Hop PPI -6%, Pol III holo inh 7%, CRE-bla Fsk inconclusive, ALOX15 inhib -28% and BRCT inh red -0.3%.
For CCCC(=O)Nc1ccc2c(c1)nc1n2CCSC1 the results were USP2a inh 3%, Epigenetic mod -2%, HADH2 inh inconclusive, HBB splicing -0.6%[0.369 µM], BRCT PPI green -1.1%, Hsp90 Hop PPI -2%, Pol III holo inh 3%, CRE-bla Fsk inconclusive, ALOX15 inhib -19% and BRCT inh red -0.3%.
`Cc1ccc2cccc(Oc3nnnn3-c3ccccc3)c2n1` gave UbGFP stabilizer -3%, USP2a inh -19%, Epigenetic mod -4%, HADH2 inh -1%, HBB splicing -1.2%, BRCT PPI green 1.7%, Hsp90 Hop PPI -6%, Pol III holo inh -2%, CRE-bla Fsk inconclusive, ALOX15 inhib -6% and BRCT inh red -1.3%.
Screening COc1cccc(NC(=O)CCP(C)(=O)O)c1 returned UbGFP stabilizer 2%, USP2a inh -3%, Epigenetic mod 4%, HADH2 inh 9%, HBB splicing -1.3%[57.5 µM], BRCT PPI green -0.9%, Hsp90 Hop PPI -4%, Pol III holo inh -8%, CRE-bla Fsk 0%, ALOX15 inhib inconclusive and BRCT inh red 1.5%.
`COc1ccc(CC(=O)n2nc(-c3ccccc3)nc2NCc2ccco2)cc1` gave UbGFP stabilizer -6%, USP2a inh 6%, Epigenetic mod 12%, HADH2 inh inconclusive, HBB splicing 2.0%, BRCT PPI green 1.6%, Hsp90 Hop PPI 5%, Pol III holo inh 0%, CRE-bla Fsk -3%, ALOX15 inhib -1% and BRCT inh red -2.7%.
For CCCCN(C)CCCNC(=O)c1cccc(N2CCCC2=O)c1 the results were UbGFP stabilizer -9%, USP2a inh -2%, Epigenetic mod -1%, HADH2 inh -8%, HBB splicing 5.8%, BRCT PPI green 1.6%, Hsp90 Hop PPI 2%, Pol III holo inh -4%, CRE-bla Fsk -15%, ALOX15 inhib 3% and BRCT inh red 1.1%.
Screening CCOc1ccc(NC(=O)c2ccncc2)cc1 returned UbGFP stabilizer 11%, USP2a inh 2%, Epigenetic mod -3%, HADH2 inh 5%, HBB splicing -0.5%, BRCT PPI green 0.6%, Hsp90 Hop PPI -3%, Pol III holo inh 0%, CRE-bla Fsk -14%, ALOX15 inhib 5% and BRCT inh red 0.9%.
For Cc1nn(Cc2ccccc2Cl)c(C)c1C(=O)NCc1ccco1 the results were UbGFP stabilizer -1%, USP2a inh -2%, Epigenetic mod -1%, HADH2 inh 9%, HBB splicing -0.3%[57.5 µM], BRCT PPI green -0.1%, Hsp90 Hop PPI 0%, Pol III holo inh -7%, CRE-bla Fsk -11%, ALOX15 inhib 17% and BRCT inh red -0.4%.
